TcdB inh = TcdB glycohydrolase inhibition. hit rate 0.24% among 350,000. inhibition, % at 9.99 µM. TcdB glycohydrolase enzymatic assay, plate reader; in the data active = inhibition above about 10%
Target sequence (P18177 whole entry, looked up): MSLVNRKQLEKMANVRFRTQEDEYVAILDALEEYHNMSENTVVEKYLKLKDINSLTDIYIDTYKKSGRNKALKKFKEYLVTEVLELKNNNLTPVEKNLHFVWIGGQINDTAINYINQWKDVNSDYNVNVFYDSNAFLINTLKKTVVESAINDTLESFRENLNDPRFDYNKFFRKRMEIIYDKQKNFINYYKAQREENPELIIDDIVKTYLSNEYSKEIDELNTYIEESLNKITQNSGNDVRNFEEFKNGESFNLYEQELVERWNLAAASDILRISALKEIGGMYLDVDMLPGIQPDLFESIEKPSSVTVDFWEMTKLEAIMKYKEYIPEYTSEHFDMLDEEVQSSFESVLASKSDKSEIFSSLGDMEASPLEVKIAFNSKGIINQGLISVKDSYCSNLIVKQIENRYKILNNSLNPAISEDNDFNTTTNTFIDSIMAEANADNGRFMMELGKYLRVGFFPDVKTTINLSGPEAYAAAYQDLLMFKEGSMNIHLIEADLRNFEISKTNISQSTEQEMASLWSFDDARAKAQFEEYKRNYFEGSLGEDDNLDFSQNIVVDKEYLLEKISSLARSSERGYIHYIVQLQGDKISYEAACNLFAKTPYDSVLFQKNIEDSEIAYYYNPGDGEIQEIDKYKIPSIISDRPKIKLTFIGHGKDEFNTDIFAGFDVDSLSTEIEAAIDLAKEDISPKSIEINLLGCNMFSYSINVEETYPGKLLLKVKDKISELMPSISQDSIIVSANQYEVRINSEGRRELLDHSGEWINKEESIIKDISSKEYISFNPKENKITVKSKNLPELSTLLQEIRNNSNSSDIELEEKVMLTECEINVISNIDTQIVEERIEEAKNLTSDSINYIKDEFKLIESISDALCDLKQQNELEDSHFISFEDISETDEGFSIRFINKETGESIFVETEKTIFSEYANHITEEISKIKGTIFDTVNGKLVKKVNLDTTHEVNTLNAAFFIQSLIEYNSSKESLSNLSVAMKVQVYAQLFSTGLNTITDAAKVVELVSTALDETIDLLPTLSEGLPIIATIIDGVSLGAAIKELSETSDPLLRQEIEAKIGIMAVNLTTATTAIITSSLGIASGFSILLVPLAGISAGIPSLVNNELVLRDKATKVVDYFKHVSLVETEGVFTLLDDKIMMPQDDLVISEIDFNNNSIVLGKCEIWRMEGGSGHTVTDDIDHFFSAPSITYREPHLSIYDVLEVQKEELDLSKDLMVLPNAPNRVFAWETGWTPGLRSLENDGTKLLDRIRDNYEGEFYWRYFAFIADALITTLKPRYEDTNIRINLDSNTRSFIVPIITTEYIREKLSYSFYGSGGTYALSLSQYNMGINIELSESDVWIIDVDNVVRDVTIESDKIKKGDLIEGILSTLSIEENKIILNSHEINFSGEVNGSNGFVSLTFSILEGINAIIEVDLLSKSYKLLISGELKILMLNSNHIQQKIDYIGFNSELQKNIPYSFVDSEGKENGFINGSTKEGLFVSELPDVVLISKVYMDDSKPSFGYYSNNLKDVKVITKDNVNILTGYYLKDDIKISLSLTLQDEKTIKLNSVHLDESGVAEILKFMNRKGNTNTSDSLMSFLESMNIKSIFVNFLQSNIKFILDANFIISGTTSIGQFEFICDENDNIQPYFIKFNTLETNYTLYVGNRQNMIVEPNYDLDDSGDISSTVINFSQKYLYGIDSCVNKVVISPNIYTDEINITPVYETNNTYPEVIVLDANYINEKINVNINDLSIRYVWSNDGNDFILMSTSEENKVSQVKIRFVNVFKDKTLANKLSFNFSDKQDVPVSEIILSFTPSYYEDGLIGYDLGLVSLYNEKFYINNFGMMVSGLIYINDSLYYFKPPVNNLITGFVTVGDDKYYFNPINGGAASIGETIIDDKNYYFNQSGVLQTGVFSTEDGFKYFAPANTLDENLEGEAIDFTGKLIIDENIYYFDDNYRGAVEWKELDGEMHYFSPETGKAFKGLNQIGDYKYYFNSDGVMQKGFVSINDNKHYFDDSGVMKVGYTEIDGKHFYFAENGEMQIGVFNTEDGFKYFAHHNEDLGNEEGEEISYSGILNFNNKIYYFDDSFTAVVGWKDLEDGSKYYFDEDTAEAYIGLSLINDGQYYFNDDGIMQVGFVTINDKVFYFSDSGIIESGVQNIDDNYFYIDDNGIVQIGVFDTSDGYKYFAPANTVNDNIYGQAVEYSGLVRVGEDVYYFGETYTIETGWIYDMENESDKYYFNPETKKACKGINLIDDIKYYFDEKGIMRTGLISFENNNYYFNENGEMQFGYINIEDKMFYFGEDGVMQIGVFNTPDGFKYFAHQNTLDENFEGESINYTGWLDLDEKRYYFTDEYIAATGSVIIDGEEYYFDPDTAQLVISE
Starred values were filed as active, the others as inactive. These rows are one share of the data; count on the stated rates, not on these rows.

#1 C[C@@H]1CN([C@H](C)CO)C(=O)c2cc(NC(=O)NC3CCCCC3)ccc2O[C@H]1CN(C)C(=O)Nc1ccccc1
  TcdB inh: 1.2
#2 C[C@H](CO)N1C[C@H](C)[C@H](CN(C)C(=O)C2CCCCC2)Oc2ncc(-c3ccccc3)cc2C1=O
  TcdB inh: -0.6
#3 C[C@H]1CN([C@@H](C)CO)C(=O)c2ccccc2-c2ccccc2CO[C@H]1CN(C)Cc1cccc(C(F)(F)F)c1
  TcdB inh: 1.7
#4 Cc1cc(C(=O)Nc2cccc3c2O[C@@H](CN(C)Cc2ccc(Oc4ccccc4)cc2)[C@H](C)CN([C@@H](C)CO)C3=O)n(C)n1
  TcdB inh: -13
#5 CCC(=O)NC[C@@H]1N[C@@H](CO)[C@H]1c1ccc(-c2cccc(C#N)c2)cc1
  TcdB inh: -1.3
#6 C[C@H](CO)N1C[C@H](C)[C@@H](CN(C)C(=O)Nc2ccc(C(F)(F)F)cc2)Oc2ccc(NS(=O)(=O)c3ccc(F)cc3)cc2CC1=O
  TcdB inh: 0.4
#7 Cc1ccccc1S(=O)(=O)N1[C@H](C#N)[C@H](c2ccc(C#CC3CCCC3)cc2)[C@@H]1CO
  TcdB inh: -1.6
#8 C[C@H](CO)N1C[C@H](C)[C@@H](CN(C)S(=O)(=O)c2ccccc2)Oc2ccc(NC(=O)CCCCCC(=O)Nc3ccccc3N)cc2CC1=O
  TcdB inh: 0.7
#9 COc1cccc(-c2ccc([C@H]3[C@@H](CO)N4CCCCN(C(=O)c5ccc6c(c5)OCO6)C[C@H]34)cc2)c1
  TcdB inh: -1.3
#10 CCS(=O)(=O)Nc1ccc2c(c1)C(=O)N(C)C[C@H](OC)[C@H](C)CN(C)[C@@H](C)CO2
  TcdB inh: -0.7

#11 CCCC#Cc1cnc2c(c1)C(=O)N([C@H](C)CO)C[C@H](C)[C@@H](CN(C)C(=O)C1CC1)O2
  TcdB inh: -1.2
#12 Cc1ccc(S(=O)(=O)N2C[C@@H](O)COC[C@@H]3O[C@@H](CC(=O)N[C@@H]4CCN(Cc5ccccc5)C4)CC[C@H]32)cc1
  TcdB inh: -0.8
#13 COc1cccc(-c2ccc([C@H]3[C@H]4CN(C(=O)C5CCCCC5)CC(=O)N4[C@H]3CO)cc2)c1
  TcdB inh: 1.1
#14 O=C(N[C@@H]1CC[C@H](CCNS(=O)(=O)c2ccc(Cl)cc2)O[C@H]1CO)c1cnccn1
  TcdB inh: 1.0
#15 Cc1cc(C(=O)Nc2cccc3c2O[C@@H](CN(C)S(C)(=O)=O)[C@@H](C)CN([C@@H](C)CO)C3=O)n(C)n1
  TcdB inh: -15
#16 COCC(=O)Nc1ccc2c(c1)C(=O)N(C)[C@H]1CC[C@@H](CC(=O)NCc3ccccc3)O[C@H]1CO2
  TcdB inh: -0.2
#17 C/C=C/c1ccc([C@H]2[C@@H](CO)N(C(=O)CC)[C@@H]2CNC(=O)C2CC2)cc1
  TcdB inh: -0.5
#18 N#C[C@H]1[C@H](c2ccccc2)[C@@H](CO)N1S(=O)(=O)c1ccc(F)cc1
  TcdB inh: -3.6
#19 CC(C)NC(=O)N1[C@H](C#N)[C@H](c2ccccc2-c2ccc(F)cc2)[C@@H]1CO
  TcdB inh: -3.5
#20 O=C(C[C@@H]1CC[C@H]2NC[C@@H](O)COC[C@@H]2O1)Nc1ccc(-c2ccccc2)cc1
  TcdB inh: 0.6

#21 CN(C)CC(=O)N1[C@H](C#N)[C@@H](c2ccc(C#CC3CCCC3)cc2)[C@@H]1CO
  TcdB inh: 0.7
#22 C[C@@H]1CCCCO[C@H](CN(C)C(=O)c2ccccc2)[C@@H](C)CN([C@@H](C)CO)C(=O)c2cc(NC(=O)Nc3ccc4c(c3)OCO4)ccc2O1
  TcdB inh: -1.8
#23 C[C@@H]1CN([C@@H](C)CO)S(=O)(=O)c2ccc(-c3cncnc3)cc2O[C@@H]1CN(C)C(=O)c1ccc2c(c1)OCO2
  TcdB inh: 1.5
#24 C[C@@H]1CCCCO[C@@H](CN(C)C(=O)Nc2cccc3ccccc23)[C@H](C)CN([C@@H](C)CO)C(=O)c2cc(NS(=O)(=O)c3ccc(F)cc3)ccc2O1
  TcdB inh: -1.2
#25 O=C(C[C@@H]1C=C[C@@H](NC(=O)c2ccncc2)[C@@H](CO)O1)NCC1CC1
  TcdB inh: 1.4
#26 CC(C)NC(=O)N(C)C[C@@H]1Oc2cc(-c3cncnc3)ccc2S(=O)(=O)N([C@H](C)CO)C[C@H]1C
  TcdB inh: -1.2
#27 CO[C@H]1CN(C)C(=O)c2ccc(NC(=O)C3CCC3)cc2OC[C@H](C)N(Cc2ccccn2)C[C@H]1C
  TcdB inh: -0.5
#28 Cc1ccccc1S(=O)(=O)N1CC(=O)N2[C@H](CO)[C@H](c3ccc(C#CCC(C)C)cc3)[C@H]2C1
  TcdB inh: -0.3
#29 CCC(=O)N(C)C[C@H]1Oc2cc(C3=CCCC3)ccc2S(=O)(=O)N([C@@H](C)CO)C[C@@H]1C
  TcdB inh: 0.2
#30 C[C@@H]1CN([C@@H](C)CO)S(=O)(=O)c2ccc(C#CC3CC3)cc2O[C@H]1CN(C)C(=O)c1cccnc1
  TcdB inh: -0.9

#31 CCCNC(=O)N1C[C@H](O)COC[C@@H]2O[C@@H](CC(=O)N3CCCCC3)CC[C@H]21
  TcdB inh: -0.4
#32 CO[C@@H]1CC[C@@H]2CCN(C)C(=O)C[C@@H](c3ccccc3)CN(C)C(=O)c3cccc(C#N)c3OC[C@H]1O2
  TcdB inh: 2.4
#33 C[C@H]1CCCCO[C@@H](CN(C)C(=O)c2ccccc2)[C@@H](C)CN([C@@H](C)CO)C(=O)c2cc(NC(=O)Nc3ccc(F)cc3)ccc2O1
  TcdB inh: -0.4
#34 C[C@@H]1CCCCO[C@@H](CN(C)Cc2ccccc2)[C@@H](C)CN([C@@H](C)CO)C(=O)c2cc(NC(=O)Cc3ccccc3)ccc2O1
  TcdB inh: 0.1
#35 CO[C@H]1CN(C)C(=O)c2cc(NC(C)=O)ccc2OC[C@H](C)N(C(=O)C2CC2)C[C@@H]1C
  TcdB inh: -0.7
#36 C[C@@H]1CN([C@@H](C)CO)C(=O)c2ccccc2-c2ccccc2CO[C@@H]1CN(C)C(=O)Nc1cccc(F)c1
  TcdB inh: -1.1
#37 COc1ccc(NC(=O)Nc2ccc3c(c2)[C@H]2C[C@H](CC(=O)NCc4ccncc4)O[C@H](CO)[C@H]2O3)cc1
  TcdB inh: -1.4
#38 C[C@@H](NC(=O)C[C@H]1C[C@H]2c3cc(NC(=O)C4CCOCC4)ccc3O[C@H]2[C@@H](CO)O1)c1ccccc1
  TcdB inh: -0.8
#39 CCCC(=O)Nc1ccc2c(c1)C(=O)N(C)C[C@@H](OC)[C@@H](C)CN(Cc1ccccn1)[C@@H](C)CO2
  TcdB inh: -0.3
#40 CCC(=O)N(C)C[C@@H]1Oc2ncc(C#Cc3ccccc3)cc2C(=O)N([C@@H](C)CO)C[C@H]1C
  TcdB inh: -1.2

#41 CO[C@H]1CN(C)C(=O)c2ccc(NS(C)(=O)=O)cc2OC[C@@H](C)N(Cc2cncnc2)C[C@H]1C
  TcdB inh: 1.2
#42 COc1cccc(S(=O)(=O)N2C[C@@H](O)COC[C@H]3O[C@H](CC(=O)Nc4ccccc4)CC[C@@H]32)c1
  TcdB inh: -3.4
#43 O=C(C[C@@H]1CC[C@@H]2[C@H](COC[C@@H](O)CN2C(=O)Nc2ccc(Cl)c(Cl)c2)O1)NCc1ccccc1
  TcdB inh: 0.3
#44 COc1ccc(NC(=O)N(C)C[C@H]2Oc3cc(-c4ccc(C)cc4)ccc3S(=O)(=O)N([C@@H](C)CO)C[C@@H]2C)cc1
  TcdB inh: -0.5
#45 C[C@@H]1CN([C@H](C)CO)C(=O)Cc2cc(NS(=O)(=O)c3cn(C)cn3)ccc2O[C@@H]1CN(C)C(=O)Nc1ccc(C(F)(F)F)cc1
  TcdB inh: 1.0
#46 CCCC(=O)Nc1ccc2c(c1)C(=O)N(C)C[C@H](OC)[C@H](C)CN(C(=O)C1CCCC1)[C@@H](C)CO2
  TcdB inh: 1.0
#47 C[C@H]1CN([C@@H](C)CO)C(=O)Cc2cc(NC(=O)C3CCCCC3)ccc2O[C@H]1CN(C)C(=O)Nc1ccc2c(c1)OCO2
  TcdB inh: 0.1
#48 CCCC#Cc1ccc2c(c1)[C@@H]1[C@@H](CCN1S(=O)(=O)c1ccccc1F)[C@@H](CO)N2
  TcdB inh: 0.7
#49 C[C@H](CO)N1C[C@H](C)[C@H](CN(C)Cc2ccncc2)Oc2c(NC(=O)c3nc4ccccc4s3)cccc2C1=O
  TcdB inh: 1.0
#50 C[C@H](CO)N1C[C@H](C)[C@@H](CN(C)S(=O)(=O)c2ccc(Cl)cc2)OCc2ccccc2-c2ccccc2C1=O
  TcdB inh: -0.9

#51 CO[C@H]1CN(C)C(=O)c2ccc(NC(=O)c3cc(C)on3)cc2OC[C@@H](C)N(C(=O)C2CC2)C[C@H]1C
  TcdB inh: 0.5
#52 CN1C(=O)c2cc(NS(=O)(=O)c3cccc(F)c3)ccc2OC[C@H]2O[C@H](CC(=O)NCCN3CCCCC3)CC[C@@H]21
  TcdB inh: 0.7
#53 O=C(N[C@@H]1CC[C@H](CCNC(=O)C2CCCCC2)O[C@@H]1CO)c1ccccn1
  TcdB inh: 0.0
#54 C/C=C/c1ccc2c(c1)O[C@H](CN(C)Cc1ccncc1)[C@@H](C)CN([C@H](C)CO)S2(=O)=O
  TcdB inh: 0.0
#55 CCC(=O)N(CC)C[C@H]1[C@H](c2ccc(-c3cccnc3)cc2)[C@@H](CO)N1C(C)=O
  TcdB inh: -0.8
#56 C[C@H](CO)N1C[C@H](C)[C@@H](CN(C)C(=O)c2ccccc2)OCCCC[C@H](C)Oc2ccc(NC(=O)Cc3ccccc3)cc2C1=O
  TcdB inh: -0.6
#57 C[C@@H]1CCCCO[C@H](CN(C)C(=O)Cc2ccccc2)[C@H](C)CN([C@H](C)CO)C(=O)c2cc(NC(=O)Nc3ccc(F)cc3)ccc2O1
  TcdB inh: -1.9
#58 COc1cccc(NC(=O)N[C@@H]2CC[C@@H](CC(=O)N3CCN(C)CC3)O[C@H]2CO)c1
  TcdB inh: 0.3
#59 C[C@H](CO)N1C[C@H](C)[C@H](CN(C)C(=O)Nc2ccccc2)Oc2ncc(C#Cc3ccccc3)cc2C1=O
  TcdB inh: 0.1
#60 COc1cccc(NC(=O)N[C@H]2C=C[C@H](CC(=O)NCc3ccccn3)O[C@@H]2CO)c1
  TcdB inh: -1.4

#61 O=C(c1ccccc1)N1C[C@@H]2[C@H](c3ccccc31)[C@@H](CO)N2C(=O)Nc1ccccc1Cl
  TcdB inh: 1.8
#62 COCC#Cc1ccc2c(c1)O[C@@H](CN(C)Cc1ccccc1F)[C@H](C)CN([C@@H](C)CO)S2(=O)=O
  TcdB inh: 0.6
#63 C[C@@H]1CN([C@H](C)CO)C(=O)Cc2cc(NC(=O)Nc3ccc(C(F)(F)F)cc3)ccc2O[C@H]1CN(C)Cc1ccc(C(F)(F)F)cc1
  TcdB inh: 0.2
#64 CCCNC(=O)N1CC2(CCN(C(=O)c3cnccn3)CC2)c2c([nH]c3cc(OC)ccc23)[C@@H]1CO
  TcdB inh: -1.1
#65 C[C@H]1CN([C@@H](C)CO)C(=O)c2cccc(NC(=O)Nc3ccc(C(F)(F)F)cc3)c2O[C@@H]1CN(C)C(=O)Nc1ccccc1
  TcdB inh: -0.3
#66 COCCNC(=O)C[C@H]1C[C@H]2c3cc(NC(=O)CN(C)C)ccc3O[C@H]2[C@H](CO)O1
  TcdB inh: -2.0
#67 COc1ccccc1C#Cc1ccc([C@H]2[C@H](CO)N3CCCCN(CCC(F)(F)F)C[C@@H]23)cc1
  TcdB inh: 0.9
#68 COCC#Cc1ccc([C@@H]2[C@H]3CN(C(=O)C4CCCC4)CC(=O)N3[C@H]2CO)cc1
  TcdB inh: 0.8
#69 C[C@H](CO)N1C[C@H](C)[C@@H](CN(C)C(=O)CC2CC2)Oc2ncc(C#CC3(O)CCCC3)cc2C1=O
  TcdB inh: 1.1
#70 Cc1cccc2c3c([nH]c12)[C@H]1CCC(=O)N1CC3
  TcdB inh: 0.9

#71 Cc1ccc(S(=O)(=O)Nc2cccc3c2O[C@@H](CN(C)C(=O)Nc2ccccc2)[C@@H](C)CN([C@H](C)CO)C3=O)cc1
  TcdB inh: -0.6
#72 COc1ccc(NC(=O)N[C@@H]2CC[C@H](CCNC(=O)c3ccccc3F)O[C@@H]2CO)cc1
  TcdB inh: -0.7
#73 O=C(Cc1ccccn1)NCC[C@H]1CC[C@H](NC(=O)c2ccccc2F)[C@H](CO)O1
  TcdB inh: 0.3
#74 C[C@@H]1CN([C@@H](C)CO)C(=O)c2ccccc2-c2ccccc2CO[C@@H]1CN(C)C(=O)c1ccncc1
  TcdB inh: -0.3
#75 COc1ccc(S(=O)(=O)N(C)C[C@@H]2Oc3ccc(NC(=O)CCCCCC(=O)Nc4ccccc4N)cc3C(=O)N([C@@H](C)CO)C[C@H]2C)cc1
  TcdB inh: -0.9
#76 C[C@@H]1CN([C@H](C)CO)C(=O)c2cc(NS(=O)(=O)c3cccs3)ccc2O[C@@H](C)CCCCO[C@@H]1CN(C)S(=O)(=O)c1ccc(Cl)cc1
  TcdB inh: 0.0
#77 COc1ccccc1C(=O)Nc1ccc2c(c1)OC[C@H](C)N(C)C[C@@H](C)[C@@H](OC)CN(C)C2=O
  TcdB inh: -1.5
#78 CO[C@H]1CC[C@H]2CCOc3ccc(C#N)cc3C(=O)N(C)C[C@H](c3ccccc3)CC(=O)N(C)C[C@@H]1O2
  TcdB inh: 0.2
#79 CCNC(=O)C[C@@H]1CC[C@H](NC(=O)NC2CCCCC2)[C@H](CO)O1
  TcdB inh: -0.2
#80 C[C@@H](NC(=O)C[C@@H]1CC[C@H]2[C@@H](COC[C@@H](O)CN2C(=O)Nc2ccccc2)O1)c1ccccc1
  TcdB inh: -1.6
#81 CN(C)c1ccc2c(c1)[C@H]1C[C@H](CC(=O)NCc3ccccc3)O[C@H](CO)[C@H]1O2
  TcdB inh: -32
#82 O=C(C[C@@H]1CC[C@H](NC(=O)CN2CCOCC2)[C@H](CO)O1)NCc1cccc(F)c1
  TcdB inh: 1.1
#83 CO[C@H]1CN(C)C(=O)c2ccc(NC(=O)C3CCOCC3)cc2OC[C@@H](C)N(Cc2cccnc2)C[C@H]1C
  TcdB inh: -0.1
